Screens as filed in PubChem.
PriA SSB inh: blocks PriA binding to SSB C-terminal tail. AlphaScreen SSBct-PriA binding, biotinylated peptide. inhibition, % at 33 µM. 430,000 tested, 0.6% active; in the data active means inhibition mostly above about 37%, no sharp cut-off; inactive means mostly below about 20%;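 further: plate controls were negative control peptide for no effect and reference peptide for full effect; strong numbers were not always called active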
* hit, by the source's call; & = joins results of further samples.

Sample of the layout:
SMILES	PriA SSB inh
CC(=O)Nc1sc(C)nc1-c1ccccc1	-5
COc1ccc(C2SCCN2C(=O)c2ccc(Cl)s2)cc1 (stereo unspecified)	-4
CN(C)S(=O)(=O)c1ccc(C(=O)NCC(C)(O)c2ccc(-c3ccccc3)cc2)cc1 (stereo unspecified)	-12
CCOc1ccccc1Nc1cc(C(=O)OC)nc2ccc(F)cc12	-2
O=C1Nc2ccc(Br)cc2C12OCCCO2	-17
Cc1cc(S(=O)(=O)N2CCN(C(c3ccccc3)c3ccccc3)CC2)ccc1Cl	-20
COC(=O)c1ccccc1NC(=O)CSc1ncccc1C(=O)O	-17&-11
COc1ccc(S(=O)(=O)NCCCn2ccc3cccnc32)cc1C	-4
O=C(Nc1ccc2c(c1)N(C(=O)C1CCCO1)CC2)C1CC1 (stereo unspecified)	-3
COCCn1nc(CNC(=O)c2cc(C)cs2)cc1-c1ccco1	-2
O=[N+]([O-])CC(SCCO)c1ccc(O)cc1 (stereo unspecified)	-6
Cn1c(=O)c2c(SCC(=O)N3CCCCC3)nc(-c3ccccc3Cl)nc2n(C)c1=O	-26
O=C(c1csc(Nc2ccccc2)n1)N1CCN(C(=O)c2ccco2)CC1	-4
COc1ccc(CNC(=O)NCC(c2ccsc2)N2CCOCC2)cc1OC (stereo unspecified)	0
Cc1cccc(NC(=O)C2CC(=O)NC(=NN=Cc3ccco3)S2)c1 (stereo unspecified)	1
CCn1c(C)nc2cc(C(=O)NN=C(C)c3ccccc3O)ccc21	3
CCCCn1c(NS(=O)(=O)c2ccc(Cl)cc2)c(C(=O)OCC)c2nc3ccccc3nc21	68*
Cc1sc(NC(=O)Cc2cccc3ccccc23)c(C#N)c1C	-6&6
O=C(NCCCc1ccccc1)NCCn1nc(-n2cncn2)ccc1=O	-4
CN(C)[C@@H](CN)c1cccs1	-9
CCOc1ccc(NC(=O)CCc2csc(NC(=O)Nc3ccccc3)n2)cc1	-11
O=C(CCc1ccccc1Br)N1CC(S(=O)(=O)c2ccc(Cl)cc2)C1	9
O=C1CCc2cc(S(=O)(=O)NCC(c3ccsc3)N3CCOCC3)cc3c2N1CC3 (stereo unspecified)	-27
COc1ccc(CCn2c(C)cc3c(c2=O)[C@H](c2c(F)cccc2Cl)C(C#N)C(=N)O3)cc1OC (stereo partly specified)	-9
Nc1nc(CSc2nc3ccc([N+](=O)[O-])cc3[nH]2)cs1	12
Cc1ccccc1OCC(=O)ON=C(N)Cc1ccc(Cl)cc1	-57

Results, repeating the preview:
SMILES	PriA SSB inh
CC(=O)Nc1sc(C)nc1-c1ccccc1	-5
COc1ccc(C2SCCN2C(=O)c2ccc(Cl)s2)cc1 (stereo unspecified)	-4
CN(C)S(=O)(=O)c1ccc(C(=O)NCC(C)(O)c2ccc(-c3ccccc3)cc2)cc1 (stereo unspecified)	-12
CCOc1ccccc1Nc1cc(C(=O)OC)nc2ccc(F)cc12	-2
O=C1Nc2ccc(Br)cc2C12OCCCO2	-17
Cc1cc(S(=O)(=O)N2CCN(C(c3ccccc3)c3ccccc3)CC2)ccc1Cl	-20
COC(=O)c1ccccc1NC(=O)CSc1ncccc1C(=O)O	-17&-11
COc1ccc(S(=O)(=O)NCCCn2ccc3cccnc32)cc1C	-4
O=C(Nc1ccc2c(c1)N(C(=O)C1CCCO1)CC2)C1CC1 (stereo unspecified)	-3
COCCn1nc(CNC(=O)c2cc(C)cs2)cc1-c1ccco1	-2
O=[N+]([O-])CC(SCCO)c1ccc(O)cc1 (stereo unspecified)	-6
Cn1c(=O)c2c(SCC(=O)N3CCCCC3)nc(-c3ccccc3Cl)nc2n(C)c1=O	-26
O=C(c1csc(Nc2ccccc2)n1)N1CCN(C(=O)c2ccco2)CC1	-4
COc1ccc(CNC(=O)NCC(c2ccsc2)N2CCOCC2)cc1OC (stereo unspecified)	0
Cc1cccc(NC(=O)C2CC(=O)NC(=NN=Cc3ccco3)S2)c1 (stereo unspecified)	1
CCn1c(C)nc2cc(C(=O)NN=C(C)c3ccccc3O)ccc21	3
CCCCn1c(NS(=O)(=O)c2ccc(Cl)cc2)c(C(=O)OCC)c2nc3ccccc3nc21	68*
Cc1sc(NC(=O)Cc2cccc3ccccc23)c(C#N)c1C	-6&6
O=C(NCCCc1ccccc1)NCCn1nc(-n2cncn2)ccc1=O	-4
CN(C)[C@@H](CN)c1cccs1	-9
CCOc1ccc(NC(=O)CCc2csc(NC(=O)Nc3ccccc3)n2)cc1	-11
O=C(CCc1ccccc1Br)N1CC(S(=O)(=O)c2ccc(Cl)cc2)C1	9
O=C1CCc2cc(S(=O)(=O)NCC(c3ccsc3)N3CCOCC3)cc3c2N1CC3 (stereo unspecified)	-27
COc1ccc(CCn2c(C)cc3c(c2=O)[C@H](c2c(F)cccc2Cl)C(C#N)C(=N)O3)cc1OC (stereo partly specified)	-9
Nc1nc(CSc2nc3ccc([N+](=O)[O-])cc3[nH]2)cs1	12
SMILES	PriA SSB inh
Cc1ccccc1OCC(=O)ON=C(N)Cc1ccc(Cl)cc1	-57
Cc1cc(C)n(CCN(C(=O)Cc2cccs2)c2nc3c(F)cc(F)cc3s2)n1	-3
O=C(CCc1ccc(C(F)(F)F)cc1)Nc1cccc(N2CCCCC2=O)c1	5
COc1ccnc2c1c(=O)n(CC(=O)Nc1ccc(F)cc1)c(=O)n2C	3
COc1ccc(CC(=O)Nc2cnoc2)cc1OC	-11
C=CCc1cc(C=Nn2cnnc2)cc(OCC)c1O	-8
Cc1nc(C)c(-c2ccc(SCC(=O)N3CCc4ccccc43)nn2)s1	-10
O=C(NCCc1c[nH]c2ccccc12)C1CN(C(=O)c2cnccn2)C1	-29
Cc1cccc(-c2noc(CSc3n[nH]c(=O)c4cc(-c5ccco5)nn34)n2)c1	-15
COc1cccc(CN2CCCN(CC(=O)Nc3cc(C)c(Cl)cc3OC)S2(=O)=O)c1	-17&-3
CC(C)(C)C(=O)Nc1ccc(C(=O)NCCNS(C)(=O)=O)cc1	-13&-3
CC(C)c1ccc(/C=C/C(=O)c2nc3ccccc3s2)cc1	0
CSc1cccc(C(=O)Nc2nc(-c3ccc([N+](=O)[O-])cc3)cs2)c1	24
CC1CCCCC1=NNC(=S)NCCc1ccccc1 (stereo unspecified)	44*
CC(=O)NCC(=O)NCc1cccnc1-c1ccsc1	-14
CC(NC(=O)c1ccc(Cl)cc1)C(c1cccs1)N1CCOCC1 (stereo unspecified)	-24
CCn1nc(C)cc1C(=O)Nc1nc(-c2ccc(C(C)C)cc2)cs1	-3
O=C(NCC1CCN(C(=O)Nc2ccc(F)cc2)CC1)C(=O)Nc1cc2c3c(c1)CC(=O)N3CCC2	-6
COc1cccc2sc(NC(=O)C3CCN(S(=O)(=O)c4ccc(F)cc4)CC3)nc12	0
CC(=NNC(=O)c1ccc(Cl)c(Cl)c1)c1ccc(Br)s1	-12
COc1ccc2nc(-c3ccc(C)c(NC(=O)c4cccs4)c3)cn2n1	8
Cc1cccc(C=NNC(=O)c2cccc([N+](=O)[O-])c2)n1	4
Fc1cccc(Cl)c1CN1CC(c2nc(Cc3ccccc3)no2)C1	-30
COc1cccc(C(=O)N2CCN(Cc3nc(C4CC4)cs3)CC2)c1OC	-12
CN(C)S(=O)(=O)c1ccc(C(=O)N2CCSC(c3ccccc3Cl)CC2)cc1 (stereo unspecified)	-4
SMILES	PriA SSB inh
O=S(=O)(NN=Cc1ccccc1OCc1ccc(Cl)cc1)c1ccccc1	-4
COc1ccc(F)cc1S(=O)(=O)NC(C)C	-3
O=C(NCc1cccs1)c1ccc(=O)n(Cc2cccc(F)c2)n1	-2
COc1ccc(C[C@](C)(O)CNC(=O)c2csc(-c3ccccc3)n2)cc1	3
COc1ccccc1CNC(=O)CC(C)=NNC(=O)Cc1ccccc1	9
O=C(CNC(=O)c1ccccc1Br)NN=Cc1cc([N+](=O)[O-])cc(Br)c1O	2
COC(=O)c1ccc(Nc2nnc(Cc3ccc(C)cc3)c(=O)[nH]2)cc1	-1
Cc1ccc2nc(C)c(NC(=O)C(C)Oc3ccccc3F)c(=O)n2c1 (stereo unspecified)	0
CS(=O)(=O)c1ccc(-c2nnc(NC(=O)c3cccc(C(F)(F)F)c3)o2)cc1	-18&-6
CCOc1cc(N2CCN(C(=O)Cc3ccc(Cl)cc3)CC2)nc(C)n1	-7
COc1cccc(CSc2nc(CC(=O)NC3CC3)cc(=O)[nH]2)c1	-7
COc1ccc(C(O)=C2C(=O)C(=O)N(Cc3cccnc3)C2c2ccccn2)cc1 (stereo unspecified)	-1
O=[N+]([O-])c1ccc(-c2nc(/C=N\O)c3ccccn23)cc1	-1
O=S(=O)(CCOc1ccccc1)N1CCc2ccccc21	-14
O=[N+]([O-])c1ccccc1S(=O)(=O)NCCOc1ccc(-c2ccccc2)nn1	13
Nc1ncnc(N2CCN(c3ccc([N+](=O)[O-])cc3)CC2)c1[N+](=O)[O-]	2
Cc1ccccc1C(=O)Nc1nc2c(s1)CC(C)CC2 (stereo unspecified)	0
COc1cccc2c(NN=Cc3ccccc3)cc(C)nc12	0
COCCNC(=O)NCc1ccc(C(=O)c2cccs2)s1	-7
Cc1ccc(C(=O)C2C(c3cn(-c4ccccc4)nc3-c3ccccc3)NC(=O)NC2(O)C(F)(F)F)cc1 (stereo unspecified)	2
Cc1cc(C=NO)c(C)n1-c1cccc(Cl)c1	3
O=C(Oc1ccc(C=Nn2cnnc2)cc1)c1cccc([N+](=O)[O-])c1	-8
COC(=O)Nc1nc(CC(=O)NC2CCN(Cc3ccccc3)CC2)cs1	1
Cc1ncc(CO)c2c1Oc1[nH]c(-c3ccc(F)cc3)nc(=S)c1C2	-2
COc1ccc(-c2cc3c(SCC(=O)Nc4ccc(F)cc4)nccn3n2)cc1	-2
SMILES	PriA SSB inh
C=CCN1CC[C@]23c4c5ccc(O)c4O[C@@H]2C(=O)CC[C@@]3(O)[C@H]1C5	-2
Cn1c(-c2ccccn2)nn(CCNC(=O)Cn2ccc3ccccc32)c1=O	-11
O=C(CCSc1ccccc1)N1CCc2oncc2C1	-12
Cc1ccc(NC(c2ccccc2)c2ccccc2)cc1	2
COc1nn(C)cc1C(=O)NC[C@]1(O)CCOc2ccccc21	-1
O=C(NCCC1CCCCC1)N1CCN(c2ccccc2)CC1	-20
COc1ccc(NC(=O)Cn2nc(-c3ccc(Cl)cc3)c3sc(C)nc3c2=O)cc1OC	12
O=C(NCCn1ccc(-c2ccccn2)n1)c1c(F)cccc1F	-8
Cc1oc(-c2cccc(C(F)(F)F)c2)cc1-c1nnc(-c2ccco2)o1	1
Cc1nc(N)sc1Cc1ccccc1	6
COc1ccc(-c2cc3c(=O)[nH]nc(SCC(=O)NCc4cccs4)n3n2)cc1OC	-1
CCCN1CCCc2cc(CCNS(=O)(=O)CCc3ccc(OC)cc3)ccc21	60*
Cc1cc(NC(=O)CC(C)n2nc(C)c(C)c2C)no1 (stereo unspecified)	-10
O=C(NC[C@@](O)(c1ccco1)C1CC1)C1(c2ccccc2)CCOCC1	-8
COc1ccc(Cl)cc1NC(=O)Nc1cnc(-n2ccnc2)nc1	-17
O=C(Cc1ccc(-c2ccccc2)cc1)NC1CC(=O)N(c2ccccc2)C1 (stereo unspecified)	-1
CSc1ccc([C@@H](O)CNS(=O)(=O)c2ccc(Cl)s2)cc1	1
Cc1ccc(C)c(COc2ccc3c(c2)O/C(=C\c2ccco2)C3=O)c1	-5
O=C(Cn1nc(-c2ccccc2)c2sc(N3CCOCC3)nc2c1=O)c1ccc2ccccc2c1	12
COc1ccc(S(=O)(=O)NCCNc2cc(-n3nc(C)cc3C)ncn2)c(C)c1C	-7
CCOC(=O)c1nn(-c2ccc(F)cc2)c(=O)cc1OS(=O)(=O)c1ccc(F)cc1	7
CCN1CCCCC(=NO)C(=NO)CCCC1	-7
COc1ccc(C=NNS(=O)(=O)c2ccccc2)cc1OS(=O)(=O)c1ccccc1	8
O=[N+]([O-])c1cc(F)c(N2CCc3ccccc3C2)cc1N1CCCC1	52
O=C(NC[C@H](O)c1csc2ccccc12)c1ccc2ncsc2c1	-11
SMILES	PriA SSB inh
CCNC(=O)N1CCN(CCn2ccnc2-c2ccccc2)CC1	12
NC(=NOC(=O)COc1ccc(Cl)cc1)c1cccnc1	-6
O=C(COc1ccc(F)cc1)NC1CC(O)C(CO)C1 (stereo unspecified)	-6
CC[C@@](CNC(=O)c1cc2ccccc2o1)(OC)c1ccccc1	1
Cc1cc([N+](=O)[O-])cc(C=NNC(=O)C2COc3ccccc3O2)c1O (stereo unspecified)	4
O=C(Nc1nnc(-c2ccc3c(c2)OCCO3)o1)c1cc([N+](=O)[O-])ccc1Cl	0
Cc1nc2ccccn2c1C(=O)N1CC[C@@]2(CC(=O)c3ccccc3O2)C1	-16
Cc1cc(OCC(=O)Nc2cc(C(F)(F)F)ccc2Cl)nc(N2CCC(C)CC2)n1	-5
COc1ccc(OC)c(COCC(O)CN2CCC(Cc3ccccc3)CC2)c1 (stereo unspecified)	-7
COc1cccc(Cn2cc(C(=O)c3ccccc3)c(=O)c3cc4c(cc32)OCCO4)c1	-13
Cc1ccc(N2CC(NC(=O)N3CCc4ccccc4C3)CC2=O)cc1 (stereo unspecified)	4
O=C(COc1ccc(Cl)cc1Cl)NCCn1ccnc1C1CC1	5
COc1ccc(C=NNC(=O)c2c(-c3ccccc3)noc2C)cc1	-16
CC(C)Oc1ccc(C=NNC(=O)c2ccc(N(Cc3ccccc3)S(C)(=O)=O)cc2)cc1	-6
C=CCn1c(SCc2csc(C)n2)nc2scc(-c3ccc(C)c(C)c3)c2c1=O	-1
NC(=NOC(=O)/C=C/c1ccccc1)c1ccc(Cl)cc1	-7
CCOc1ccc(C=NNC(=O)c2csc(C)c2C)c(OCC)c1	-6
O=C(Cc1ccccc1)N1CCN(c2ccc(N3CCCCC3)nn2)CC1	5
O=C1CCSCC(C(=O)Nc2nc(-c3cccnc3)cs2)N1 (stereo unspecified)	-11
COc1cccc(C(=O)N2CCN(c3ccc(-n4cccc4)nn3)CC2)c1OC	-4
COc1ccc(C=NNc2ncc(C(F)(F)F)cc2Cl)cc1OC	9
COc1ccc(OC)c(/C=N\NC(=O)CNC(=O)c2c(F)cccc2Cl)c1	-4
Cc1nc2sc(C)c(C)n2c(=O)c1NC(=O)c1ccc(S(=O)(=O)N2CCCC2)cc1	2
Cc1ccc(Cl)c2sc(NC(=O)C3CCN(S(C)(=O)=O)CC3)nc12	-17&-1
Cc1ccc(C(=O)Nc2nnc(SCc3cccc(C(F)(F)F)c3)s2)cc1[N+](=O)[O-]	6

Not all compounds are listed; the hit share may differ from the screen's.
